# RAD54 inh: inhibitors of human RAD54 branch migration; Q92698; RAD54 Holliday junction branch migration, FAM/BHQ fluorescence; inhibition, % at 10.4 µM; 360,000 tested, 0.14% active; AID 602329;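 active = mean normalized replicate activity at least 40 and at least half of replicates scoring 40 or more; inconclusive = only one of the two criteria met; inactive = mean below 40 and under half of replicates reaching 40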;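 also: 0% = median of neutral control wells and 100% = median of positive control wells; inhibitors cause a drop in the FAM fluorescence signal; in these data hits start at about 50%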
# CASP6 VEID inh: inhibitors of human caspase-6; P55212; purified caspase-6, Z-VEID-R110 cleavage fluorescence; inhibition, % at 12.5 µM; 350,000 tested, 0.53% active; AID 686996;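 active = mean inhibition across replicates at least about 35%, with every replicate also reaching that limit, limit read from the data; inconclusive = only one of the two criteria met; inactive = neither criterion met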;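 also: 0% = median of neutral control wells and 100% = no fluorescence left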
# E-selectin induc: E-selectin induction on HUVECs; HUVEC E-selectin immunofluorescence imaging; normalized: neutral wells 0, TNF-alpha wells 100; 260,000 tested, 0.37% active; P16581; AID 686992; activation, % at 7.58 µM;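 active = mean E-selectin-positive cell signal at least 10% of the positive control, reached in at least 60% of replicates, without over 20% cell loss; inconclusive = no rule given, readout overlaps actives, possibly toxicity-flagged; inactive = the rest, including those meeting only one limit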;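 also: in these data hits start at about 27%; measured in HUVEC primary endothelial cells; signal is the percent of cells scored E-selectin positive by PE staining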
# Target sequence (P16581 whole entry, looked up): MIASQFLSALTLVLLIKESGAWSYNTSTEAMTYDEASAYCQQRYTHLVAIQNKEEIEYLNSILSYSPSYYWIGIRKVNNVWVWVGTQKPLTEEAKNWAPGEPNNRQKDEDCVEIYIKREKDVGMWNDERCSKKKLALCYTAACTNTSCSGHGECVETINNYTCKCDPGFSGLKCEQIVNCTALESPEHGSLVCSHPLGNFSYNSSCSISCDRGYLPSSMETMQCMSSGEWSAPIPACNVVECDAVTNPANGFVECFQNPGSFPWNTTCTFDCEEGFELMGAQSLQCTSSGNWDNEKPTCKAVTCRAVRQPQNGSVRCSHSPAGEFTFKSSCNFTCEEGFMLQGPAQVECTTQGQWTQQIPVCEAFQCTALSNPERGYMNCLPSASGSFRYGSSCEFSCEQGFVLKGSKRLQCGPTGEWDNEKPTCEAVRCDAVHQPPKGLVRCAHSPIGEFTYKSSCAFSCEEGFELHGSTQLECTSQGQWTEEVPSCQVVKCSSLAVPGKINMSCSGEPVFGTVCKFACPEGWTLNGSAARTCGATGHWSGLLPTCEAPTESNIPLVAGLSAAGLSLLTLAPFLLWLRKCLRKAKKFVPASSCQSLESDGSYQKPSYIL
#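 Material: HUVEC primary endothelial cells; Amount: 3,000 cells per well; Dosing: single concentration; Medium: EGM-2 growth medium on 0.1% gelatin-coated wells; Read-out basis: percent E-selectin-positive cells; Signal: immunofluorescence imaging; Control set: TNF-alpha, DMSO.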
# CFTR F508del cor: correctors of CFTR F508del function in bronchial epithelial cells | activity (quench increase), % at 7.58 µM | CFBE cells, YFP halide quenching; stimulated with forskolin plus potentiator P3; % fluorescence drop versus neutral controls | 350,000 tested, 0.36% active;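 active = mean added fluorescence quench of at least 8% versus neutral control, with both replicates also reaching 8%; inconclusive = only one of the mean or replicate conditions met; inactive = mean below 8% and not both replicates reaching 8%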;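 also: cells transiently co-express mutant CFTR-F508del with the halide-sensitive YFP; corrector assay measuring rescue of mutant channel to the surface after 24 h compound exposure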
# Xi reactivation: activators of X-chromosome reactivation in mouse fibroblasts; XiGFP mouse fibroblasts, % GFP-positive cells imaging, 3 d; cells co-treated with 5-aza-dC sensitizer; scaled so ellipticine positive control = 100%; activation, % at 7.58 µM; 360,000 tested, 0.055% active; AID 743238;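 active = mean normalized replicate activation at least 10% and every replicate at or above 10%; inconclusive = only one of the two criteria met; inactive = mean below 10% and not all replicates reach 10%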;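 also: 0% = median of on-plate neutral control wells and 100% = ellipticine 6 µM median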
#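 Material: SV40-immortalized XiGFP fibroblast cells, line 68-5-11 | Buffer or medium: DMEM containing 5-aza-dC | Dosing: One concentration, pinned | Times: 3 d treatment, 15 min room-temperature fixation | Controls: Ellipticine 6 µM positive control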
# INS-1E GSIS act: primary screen for activators of insulin secretion dependent on glucose, INS-1E cells, GLuc reporter luminescence; 370,000 tested, 0.61% active; activation, % at 16.6 µM; INS-1E GLuc reporter insulin secretion, 2-3 h;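 active = lowest replicate activation of at least 40%, so every replicate reaches that level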;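 also: 0% = median of neutral control wells and 100% = median of IBMX positive control wells; some compounds called inactive have numbers as strong as hits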
# DENV2 CPE: protects cells from dengue virus 2 cytopathic effect; DENV2-infected cells, cytopathic effect rescue, plate reader; CPE inhibition, % at 9.99 µM; 350,000 tested, 1.7% active; AID 651640; in the data active = CPE inhibition above about 20%, passing the limit was not always enough; inconclusive = no clear call, values can overlap the other calls; tested in BHK-21 cells;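 also: 0% = median of neutral control wells and 100% = median of positive control wells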
# RAD52 anneal inh: inhibitors of human RAD52 DNA annealing. P43351. recombinant RAD52 DNA annealing, FRET fluorescence. inhibition, % at 18.7 µM. 360,000 tested, 0.46% active;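 active = every replicate showing at least 50% inhibition; inconclusive = mean inhibition at least 50% but not in every replicate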
# Target sequence (P43351 whole entry, looked up): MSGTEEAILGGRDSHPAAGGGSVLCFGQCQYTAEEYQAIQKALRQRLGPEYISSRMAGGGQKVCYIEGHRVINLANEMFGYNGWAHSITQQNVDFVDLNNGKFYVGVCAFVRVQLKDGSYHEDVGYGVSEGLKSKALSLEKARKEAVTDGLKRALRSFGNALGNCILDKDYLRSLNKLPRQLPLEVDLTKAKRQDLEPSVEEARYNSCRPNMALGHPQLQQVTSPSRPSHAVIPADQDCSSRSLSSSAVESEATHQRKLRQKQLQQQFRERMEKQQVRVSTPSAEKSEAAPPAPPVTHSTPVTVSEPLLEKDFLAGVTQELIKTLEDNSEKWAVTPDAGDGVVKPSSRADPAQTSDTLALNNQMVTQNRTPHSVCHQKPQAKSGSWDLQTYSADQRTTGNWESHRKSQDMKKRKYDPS
# An asterisk follows results filed as active; ? = inconclusive; . = no result given; & = joins results of further samples.
SMILES,RAD54 inh,CASP6 VEID inh,E-selectin induc,CFTR F508del cor,Xi reactivation,INS-1E GSIS act,DENV2 CPE,RAD52 anneal inh
COCC(=O)N1[C@H](CO)[C@@H](c2ccc(-c3ccccc3OC)cc2)C12CN(C(C)=O)C2,.,0,-0.1,0.2,0.1,17,15,-24
CC(=O)C1=CCC(c2cccc(Cl)c2)N(S(=O)(=O)c2ccc(C)cc2)C1 (stereo not drawn),-4,1,-0.2,-0.2,0.4,-2,?,-9
C[C@@H]1CN([C@H](C)CO)C(=O)c2cc(NC(=O)Nc3ccc(C(F)(F)F)cc3)ccc2O[C@H]1CN(C)Cc1ccc(Cl)c(Cl)c1,2&9,-3&-1,15&0.1,1.9&3.5,-1.4&-0.1,-13&4,12&-2,-9&-40
O=C(NCC[C@H]1CC[C@H](NC(=O)c2ccccc2F)[C@@H](CO)O1)c1ccc2c(c1)OCO2,5,3,-0.4,-0.6,-0.5,1,-3,2
Cc1noc(/C=C/c2ccco2)c1S(=O)(=O)N1CCC(C(=O)N(C)Cc2ccccc2)CC1,-2,-1,.,.,.,2,.,-24
COc1ccccc1C#Cc1ccc([C@@H]2[C@@H](C#N)N(C(=O)C3CCCC3)[C@@H]2CO)cc1,.,-1,0.0,1.7,0.1,-41,-2,-6
CC1CCN(S(=O)(=O)c2ccc(C(=O)NCc3ccc4c(c3)OCO4)cc2)CC1,14,-4,.,-2.7,.,1,6,-5
Clc1ccc(OCCCn2cncn2)cc1Cl,2,0,.,.,.,-5,.,-2
CN(c1ccccc1C(=O)Nc1ccc(CC#N)cc1)S(=O)(=O)c1ccccc1,-3,1,.,-1.2,0.1,-1,2,4
O=[N+]([O-])c1cccc(-c2ccc(SCc3cccnc3)nn2)c1,.,-3,2.5,1.5,0.2,23,19,-11
COCCNc1nc2ccccc2n2cnnc12,4,3,.,-2.7,0.1,22,-4,-4
Cc1cc(Br)ccc1NC(=O)CNC(=O)c1cnn(C)c1,9,1,0.5,2.5,0.0,-9,0,2
O=C(C/C=N\OCc1ccc([N+](=O)[O-])cc1)Nc1ccc(Cl)cc1,.,1,.,.,0.0,-5,8,-5
Cc1nc(-c2ccc(-c3ccon3)s2)no1,.,3,0.4,0.0,0.0,5,6,-9
CC(C)CC#Cc1cnc2c(c1)C(=O)N([C@H](C)CO)C[C@@H](C)[C@@H](CN(C)C(=O)c1cnccn1)O2,9,1,0.5,4.0,-0.5,-1,-11,-1
CC1=C(C(N)=O)C(c2cccs2)NC(=O)N1 (stereo not drawn),2,-3,2.5,-2.0,0.0,5,-3,-3
COc1ccc(-n2nc3c(c2NC(=O)c2c(-c4ccccc4Cl)noc2C)CS(=O)(=O)C3)cc1,-3,42*,.,1.4,.,-16,.,-1
Cc1c(C=O)c2ccccn2c1C(=O)c1ccccc1Cl,2,0,0.0,-4.0,0.0,5,-3,6
COc1ccc(-c2ccc(C(=O)Nc3ccc(C(C)C)cc3)c3occc23)c(C)c1,3,-3,1.0,-5.7,0.5,-5,-3,7
C[C@@H]1CN([C@@H](C)CO)S(=O)(=O)c2ccc(C#CCC3CCCC3)cc2O[C@@H]1CN(C)C(=O)CN(C)C,6,4,-0.1,-6.5,-0.5,-8,11,36
CC(=O)N1CCN(C(=O)c2cc(S(=O)(=O)Nc3ccc(S(C)(=O)=O)cc3)ccc2Cl)CC1,.,.,-3.2,0.8,-0.1,-6,3,-11
CC(C)NC(=O)Nc1cccc2c1O[C@@H](CN(C)S(C)(=O)=O)[C@@H](C)CN([C@@H](C)CO)C2=O,-4,6,0.0,0.4,0.0,25,1,4
C=CCOC(=O)C1=C(C)NC(SCC(N)=O)=C(C#N)C1c1ccc(C)cc1 (stereo not drawn),-4,15,0.7,0.2,0.1,29,?,0
COc1ccccc1NC(=O)N(C)C[C@@H]1Oc2ncc(C#CCC(C)C)cc2C(=O)N([C@@H](C)CO)C[C@H]1C,-1,8,0.5,0.7,0.5,-12,-10,4
COC(=O)c1ccc(NCc2c(O)ccc(O)c2Br)cc1Cl,.,3,0.2,-2.0,0.1,-3,-4,1
Cc1onc(-c2ccccc2Cl)c1C(=O)N1CCN(c2ncccn2)CC1,.,0,3.5,-0.5,0.0,1,?,-18
O=C(Nc1ccc(F)cc1)N1CCCCN2[C@@H](CO)[C@H](c3ccc(C4=CCCCC4)cc3)[C@@H]2C1,11,2,0.0,-1.0,0.1,-24,3,-12
Cn1c2ccccc2c2cnn(CC(=O)Nc3ccc(Cl)cc3)c(=O)c21,.,3,0.2,0.9,-0.2,15,10,-17
COc1ccc(CN(C)C[C@H]2Oc3c(NS(=O)(=O)c4cccs4)cccc3C(=O)N([C@@H](C)CO)C[C@@H]2C)cc1,2,3,-0.1,-1.5,0.1,2,8,3
COc1ccc(NS(=O)(=O)c2ccc(C)c(C(=O)OC(C)C(=O)N3CCOCC3)c2)cc1 (stereo not drawn),-3,-133,-2.3,3.5,0.0,2,-4,14
Cc1c(C(=O)O)nnn1-c1nonc1N,11,2,.,2.3,0.4,-5,-1,-5
Cc1cccc(NC(=O)c2nc[nH]c2C(=O)NCCN(CCNC(=O)c2[nH]cnc2C(=O)Nc2cccc(C)c2)CCNC(=O)c2[nH]cnc2C(=O)Nc2cccc(C)c2)c1,5,2,-0.2,1.4,0.0,4,0,-23
CN(CC(=O)Nc1ccc(F)cc1)C(=O)c1cc(-c2cccs2)nn1-c1ccccc1,0,4,-0.4,-0.7,0.5,-55,2,-33
CN(C1CCS(=O)(=O)C1)S(=O)(=O)c1cccs1 (stereo not drawn),4,1,0.1,0.3,0.2,20,4,-2
COc1ccc(-c2noc(CNC(=O)CCN3C(=O)[C@H]4CC=CC[C@H]4C3=O)n2)cc1,1,2,0.0,0.5,-0.1,6,4,-9
NS(=O)(=O)c1ccc(CCNC(=O)COC(=O)CN2C(=O)C3CCCCC3C2=O)cc1 (stereo not drawn),.,-1,1.0,0.7,0.6,9,5,-11
Cc1ccc(OCCN2CCC2(C)C(=O)Nc2ccc3c(c2)OCCO3)cc1 (stereo not drawn),-11,2,0.0,2.7,0.0,.,-1,-15
O=S(=O)(c1cccs1)N1CCCCN2[C@@H](CO)[C@@H](c3ccc(/C=C/c4ccccc4)cc3)[C@@H]2C1,1,-1,-0.2,-2.3,0.2,-3,-18,30
Cc1nnc(NC(=O)CCC2CCCCC2)s1,4,1,0.0,2.5,-0.1,36,7,-18
COc1ccc(CN(C)C[C@H]2Oc3c(NC(=O)Nc4ccc(C(F)(F)F)cc4)cccc3C(=O)N([C@H](C)CO)C[C@H]2C)cc1,-19,-1,0.0,-1.0,-0.4,-17,-1,5
CCCCCCCCCc1nc2sc3c(c2c(=O)n1NC(=O)c1ccccc1[N+](=O)[O-])CC(C)(C)OC3,.,-2,?,-0.5,0.0,-4,0,-14
CO[C@H]1CN(C)C(=O)c2ccc(NS(C)(=O)=O)cc2OC[C@H](C)N(C(=O)C2CCCCC2)C[C@@H]1C,2,-1,-0.1,-1.9,-0.2,7,-13,10
Cc1ccccc1C(=O)N/N=C/c1ccsc1C,1,1,.,1.5,-0.1,1,.,-7
Cc1ccc2oc(=O)c3cnn(CC(=O)NCCN4CCOCC4)c3c2c1,9,-1,-0.1,-0.7,0.0,-15,3,-17
CN1CCCCN2[C@@H](CO)[C@@H](c3ccc(/C=C/c4ccccc4)cc3)[C@@H]2C1,18,-1,0.2,0.7,0.0,-17,-34,31
CC(=O)Nc1cc2c(ccc3ccccc32)oc1=O,.,.,.,1.2,0.0,3,-1,-13
CC(C)(C)NC(=O)Cn1c(Cl)nc2ccccc21,.,4,.,2.3,-0.2,8,-5,8
COc1ccc(S(=O)(=O)N2CCCC2CNC(=O)C(=O)NC2CC2)cc1 (stereo not drawn),1,0,0.4,-2.9,0.3,12,-1,-8
CCN(C(=O)CSc1nnc(-c2cccc(Cl)c2)n1N)c1c(N)n(Cc2ccccc2)c(=O)[nH]c1=O,-3,3,-1.0,-10,-0.2,2,-5,-6
O=C(C[C@@H]1CC[C@H]2[C@@H](COC[C@@H](O)CN2Cc2ccc(Cl)cc2)O1)NCc1cccc(F)c1,1,3,0.2,-1.7,0.2,-9,1,-3
CC1CC(C)CN(S(=O)(=O)c2ccc3oc(=O)ccc3c2)C1 (stereo not drawn),2,2,0.0,0.5,0.1,23,?,-1
Nc1ccc2c(=O)[nH][nH]c(=O)c2c1,6,1,1.0,-3.3,0.1,.,-4,-9
CN(C)c1ccc(P(=O)(OCc2ccccc2)C(O)c2ccc(Cl)cc2)cc1 (stereo not drawn),5,-1,-0.2,0.3,0.1,10,2,-10
CCCCNc1c(CC(C)C)nc2nc(C)cc(C)n12,.,-1,0.0,-1.0,0.0,-3,2,-23
COc1ccc(C2c3ccc(O)cc3Oc3ncn(CC(C)C)c(=N)c32)cc1 (stereo not drawn),-10,-4,.,-2.4,0.0,2,0,-23
CCN(CC(=O)Nc1ccccc1C(F)(F)F)C(=O)CCOc1ccc(C)cc1,5,-2,.,-1.3,0.1,-11,-11,-12
CCn1c(N2CCN(C(=S)NC)CC2)nc2ccccc21,1,-2,.,4.1,.,6,6,5
Cc1nc(SCc2nc3c(C)cccc3[nH]2)c2oc3ccccc3c2n1,-3,1,-0.1,4.6,0.0,-5,-14,-370
COc1ccccc1C#Cc1ccc2c(c1)[C@H]1[C@H](CCN1S(=O)(=O)c1cccc(C)c1)[C@@H](CO)N2,.,6,1.1,-1.2,0.0,2,-6,-8
Cc1cccc(NC(=O)NC(C)C(c2ccccc2)N2CCN(C)CC2)c1 (stereo not drawn),.,1,.,0.0,0.1,6,-2,-12

# Full records as entered above. Order of screens: RAD54 inh | CASP6 VEID inh | E-selectin induc | CFTR F508del cor | Xi reactivation | INS-1E GSIS act | DENV2 CPE | RAD52 anneal inh
# COc1ccc(-c2ccc(C(=O)Nc3ccc(C(C)C)cc3)c3occc23)c(C)c1 as listed: 3 | -3 | 1.0 | -5.7 | 0.5 | -5 | -3 | 7
# COc1ccc(NS(=O)(=O)c2ccc(C)c(C(=O)OC(C)C(=O)N3CCOCC3)c2)cc1 (stereo not drawn) as listed: -3 | -133 | -2.3 | 3.5 | 0.0 | 2 | -4 | 14

# Next results:
SMILES,RAD54 inh,CASP6 VEID inh,E-selectin induc,CFTR F508del cor,Xi reactivation,INS-1E GSIS act,DENV2 CPE,RAD52 anneal inh
O=[N+]([O-])c1cccc(Oc2cnccn2)c1,-3,2,.,-0.8,0.0,13,5,-8
COC(=O)c1ccc(NC(=O)c2nc(S(=O)(=O)Cc3cccc(C)c3)ncc2Cl)cc1,-13,-1,.,3.2,?,15,1,-25
C[C@@H]1CCCCO[C@@H](CN(C)S(=O)(=O)c2ccc(Cl)cc2)[C@H](C)CN([C@H](C)CO)C(=O)c2cc(NS(=O)(=O)c3cccs3)ccc2O1,-11,0,-0.3,-1.6,0.0,-9,-4,24
Cc1cc(C(=O)Nc2cccc3c2O[C@H](CN(C)Cc2ccccc2)[C@@H](C)CN([C@@H](C)CO)C3=O)n(C)n1,-2,1,-0.1,0.3,0.7,-2,2,-6
CC(C)c1ccc(/C=N/NC(=O)CC(=O)NC2CCCCC2)cc1,.,0,.,-2.4,0.4,-1,2,-14
